Screening data deposited in PubChem BioAssay by several laboratories.
ADAM17 inh: ADAM17 inhibition, QFRET primary screen | recombinant ADAM17, EDANS/DABCYL FRET peptide cleavage | AID 720648 | inhibition, % at 6.95 µM | hit rate 0.83% among 370,000;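 active means inhibition above the mean of compounds lying between control limits plus 3 SD, set per campaign, cut at about 8.5% in these data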;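 further: 0% = DMSO-only wells as the low control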
Target sequence (P78536 215-824 limits assumed): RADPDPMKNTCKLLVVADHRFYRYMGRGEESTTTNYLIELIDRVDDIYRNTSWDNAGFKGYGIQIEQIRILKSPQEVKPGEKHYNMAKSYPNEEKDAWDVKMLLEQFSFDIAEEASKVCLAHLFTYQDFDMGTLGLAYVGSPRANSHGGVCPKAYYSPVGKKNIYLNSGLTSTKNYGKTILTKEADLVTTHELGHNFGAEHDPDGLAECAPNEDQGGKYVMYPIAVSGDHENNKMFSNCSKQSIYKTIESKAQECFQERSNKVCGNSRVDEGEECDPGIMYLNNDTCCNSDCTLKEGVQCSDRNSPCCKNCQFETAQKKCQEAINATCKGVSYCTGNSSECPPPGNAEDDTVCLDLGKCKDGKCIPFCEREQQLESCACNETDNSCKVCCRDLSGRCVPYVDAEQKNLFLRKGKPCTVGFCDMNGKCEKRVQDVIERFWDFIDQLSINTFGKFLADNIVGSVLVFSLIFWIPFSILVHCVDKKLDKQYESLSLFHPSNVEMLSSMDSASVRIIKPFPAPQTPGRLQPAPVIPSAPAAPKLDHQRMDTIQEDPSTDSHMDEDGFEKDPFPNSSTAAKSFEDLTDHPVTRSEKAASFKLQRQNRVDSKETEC
GC-A act: GC-A (human) enzyme activation; HEK293 GC-A cells, cGMP TR-FRET, EC30 ANP; 0% at EC30 ANP, 100% saturating ANP; AID 1671463; hit rate 0.14% among 370,000; activation, % at 10 µM; P16066; in the data active means activation above about 40%
PG9 Ab binder: binds the HIV-1 gp120 antibody PG9; inhibition, % at 6.7 µM; hit rate 0.43% among 360,000; TR-FRET gp120-PG9 antibody binding; in the data active means inhibition above about 8.5%
DAX1 inh-1: DAX1 (NR0B1) inhibition, primary screen. HEK293T StAR-luciferase reporter, SF-1/DAX-1 repression relief. AID 652010. hit rate 1.1% among 370,000. inhibition, % at 6.8 µM;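 active means inhibition above the mean over all tested compounds plus 3 SD, cut at about 3.6% in these data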;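 further: 0% = DAX-1 cells with DMSO and 100% = cells lacking DAX-1 with DMSO; higher inhibition means more luminescence from relief of DAX-1 repression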
DAX1 inh-2: inhibits human nuclear receptor DAX1; HEK293 Gal4-DAX1 luciferase reporter, luminescence; AID 504766; hit rate 0.99% among 340,000; inhibition, % at 6.75 µM; P51843;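 active means inhibition above the mean over all tested compounds plus 3 SD, cut at about 4.2% in these data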;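 further: 0% = DAX1-transfected cells with DMSO and 100% = empty-vector control cells with DMSO; inhibition shows as a rise in luminescence from relieved DAX1 repression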
Target sequence (P51843 207-470 limits assumed): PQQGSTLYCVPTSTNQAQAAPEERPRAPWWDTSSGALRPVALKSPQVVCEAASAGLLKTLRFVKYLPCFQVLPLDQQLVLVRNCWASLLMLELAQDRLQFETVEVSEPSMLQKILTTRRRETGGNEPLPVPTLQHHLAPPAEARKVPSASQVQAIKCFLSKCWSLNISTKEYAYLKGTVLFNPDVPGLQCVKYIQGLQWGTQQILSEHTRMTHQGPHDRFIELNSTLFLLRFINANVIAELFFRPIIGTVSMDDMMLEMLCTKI
SMARCA2 activ: SMARCA2 function activation, primary screen. AID 652017. activation, % at 9.1 µM. hit rate 1% among 370,000. MG213 cells, MMTV-luciferase reporter, dexamethasone, overnight; in the data active means activation above about 7.8%;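 further: 0% = vehicle wells and 100% = reference activator wells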
ADAM10 inh: inhibits human ADAM10; inhibition, % at 7 µM; recombinant ADAM10, EDANS/DABCYL FRET peptide cleavage, 3 h; O14672; hit rate 0.62% among 370,000;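 active means inhibition above a per-campaign cutoff equal to the mean of compounds falling between control-based bounds plus 3 SD, cut at about 20% in these data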;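 further: 0% = DMSO wells while the 100% control is not disclosed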
ssDAF12 agonist: S. stercoralis DAF-12 activation, primary screen. HEK293 ssDAF-12/GRIP1 lit1-tk-luc reporter, luminescence; % of 3 µM dafachronic acid response. activation, % at 6.8 µM. hit rate 1% among 370,000;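 active means activation above the mean over all tested compounds plus 3 SD, cut at about 0.9% in these data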;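 further: 0% = DMSO-only wells and 100% = 3 µM delta7-dafachronic acid wells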
FXN GAA850 act: frataxin GAA850 promoter activation. activation, % at 6 µM. HEK293 lucGAA850 FXN promoter luciferase reporter, 24 h; percent of 10 µM SAHA response. AID 540364. hit rate 0.56% among 360,000;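 active means activation above the average of all compounds screened plus 3 SD, cutoff fixed separately per campaign, cut at about 7.5% in these data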;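 further: 0% = DMSO wells and 100% = 10 µM SAHA wells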
hgDAF-12 ag: activates the H. glycines DAF-12 receptor ligand-binding domain; HEK293 GAL4-hgDAF12 UAS-luciferase reporter, agonist luminescence; normalized to butyrate control; AID 687014; hit rate 1.8% among 370,000; activation, % at 6.8 µM;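 active means activation above a cutoff set at the mean of all screened compounds plus 3 SD, cut at about 10% in these data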;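 further: 0% = DMSO wells and 100% = sodium butyrate wells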
hcDAF-12 act: activates DAF-12 receptor from parasite H. contortus; HEK293 hcDAF-12 lit1-tk-luc reporter, luminescence; 0% DMSO, 100% Δ7-dafachronic acid; activation, % at 6.8 µM; hit rate 1.4% among 370,000;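 active means activation above the mean of all tested compounds plus 3 SD, cut at about 5.5% in these data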;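 further: 100% = response to 3 µM Δ7-dafachronic acid high control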
The depositor's hits bear a star; / = no result given.

SMILES	ADAM17 inh	GC-A act	PG9 Ab binder	DAX1 inh-1	DAX1 inh-2	SMARCA2 activ	ADAM10 inh	ssDAF12 agonist	FXN GAA850 act	hgDAF-12 ag	hcDAF-12 act
C[C@@H]1CCCCO[C@@H](CN(C)CC2CCCCC2)[C@@H](C)CN([C@H](C)CO)C(=O)c2cc(NC(=O)Nc3ccc4c(c3)OCO4)ccc2O1	0	-2	-0.5	3.2	/	-3	4	-1.3	/	2.0	-2.1
CCN(CC)S(=O)(=O)c1ccc(C)c(NC(=O)CN2CCN(Cc3ccccc3)CC2)c1	-5	4	0.1	0.0	0.1	0	-9	-1.5	0.4	1.3	-2.2
Cc1nc2[nH]onc2c2nccc(=O)c12	-4	1	1.5	0.5	-0.6	-2	-7	-0.6	0.1	2.9	-0.5
CC(=NC1CCCC1)c1c(C)[nH]n(-c2nc3ccccc3s2)c1=O	-3	5	0.1	1.1	1.1	2	-2	-0.7	2.3	4.0	-1.0
CCOC(=O)c1cnc2ccc(OC)cc2c1NCCN1CCOCC1	-17	4	-2.1	0.0	0.9	1	-58	-0.6	1.5	-0.5	-1.2
CCOC(=O)CSc1nnc(-c2ccccc2OC)o1	0	3	-2.1	-0.2	-0.9	-1	-2	0.7	0.8	-0.1	3.4
Cc1cc(-c2ccc3c(c2)COc2c4ccccc4nn2-3)on1	-34	-1	1.7	4.5*	4.8*	7	-119	0.3	5.6	9.6	9.0*
Cc1ccc(-c2nc3ccsc3c(=O)o2)cc1	-1	-6	0.2	2.3	0.1	2	0	0.7	1.6	7.3	5.9*
CCCCC(C)n1[nH]c(=O)c2c(C)cc(C)nc21 (configuration not stated)	-12	1	-1.6	0.0	-1.5	-1	-18	-1.6	-0.6	0.9	-1.5
CCOC(=O)N1CCN(C(=O)c2ccccc2-c2ccccc2)CC1	-7	-4	-0.1	-2.5	-2.0	-3	-7	-0.8	-4.6	-0.2	-0.3
O=C(N/N=C1/CCc2ccccc21)C1CC1	-4	1	-2.4	0.1	0.3	3	7	-0.9	0.4	0.1	3.4
O=C(COC(=O)c1cc(Cl)ccc1[N+](=O)[O-])NC1CC1	1	-2	-0.4	0.8	0.1	3	-3	-1.7	-2.2	0.5	-0.4
O=C(CCCCl)OCc1cn(-c2ccc(Cl)cc2)nn1	1	-1	-1.9	0.5	/	0	5	-0.6	2.1	-0.8	-1.0
Cc1c(C(=O)N2CCc3ccccc32)oc2ccccc12	2	-8	0.0	4.4*	2.7	6	8	4.6*	6.2	19*	14*
COc1ccc(C(CNC(=O)c2ccc(Br)o2)N2CCN(C)CC2)cc1 (configuration not stated)	-2	-8	1.9	-0.1	0.8	-1	-5	-1.3	-2.1	-1.3	0.3
CCn1cc(CN2CCN(CC(C)(C)C)C(CCO)C2)c2ccccc21 (configuration not stated)	-3	-1	-1.0	-0.3	-0.8	-3	-5	0.0	-2.1	2.1	7.5*
CCc1ccc(C(C)NC(=S)NCc2ccc(F)cc2)cc1 (configuration not stated)	4	1	-0.9	-2.1	0.4	-1	-7	-1.2	1.9	-2.5	0.3
COCCCNc1ccn2nc(-c3ccc(OCc4ccccc4)cc3)cc2n1	-39	7	-0.6	-4.1	/	-3	-165	-1.4	-0.5	-2.0	-3.2
CC(=O)Oc1ccc2c(c1)C(=O)CCCCCC(=O)O2	-15	2	-3.2	0.7	1.0	-2	-42	-0.6	2.1	-2.6	-1.8
COC(=O)c1cc(NC(=O)c2ccc(C)cc2)c(=O)oc1C	-4	2	-1.2	0.1	0.2	4	-5	-1.2	1.9	2.5	-1.7

A second format for part of the listing above.
smiles | ADAM17 inh | GC-A act | PG9 Ab binder | DAX1 inh-1 | DAX1 inh-2 | SMARCA2 activ | ADAM10 inh | ssDAF12 agonist | FXN GAA850 act | hgDAF-12 ag | hcDAF-12 act
Cc1ccc(-c2nc3ccsc3c(=O)o2)cc1 | -1 | -6 | 0.2 | 2.3 | 0.1 | 2 | 0 | 0.7 | 1.6 | 7.3 | 5.9*
Cc1c(C(=O)N2CCc3ccccc32)oc2ccccc12 | 2 | -8 | 0.0 | 4.4* | 2.7 | 6 | 8 | 4.6* | 6.2 | 19* | 14*

Further compounds:
SMILES	ADAM17 inh	GC-A act	PG9 Ab binder	DAX1 inh-1	DAX1 inh-2	SMARCA2 activ	ADAM10 inh	ssDAF12 agonist	FXN GAA850 act	hgDAF-12 ag	hcDAF-12 act
Cc1ccc2nsnc2c1S(=O)(=O)NCc1ccc2c(c1)OCO2	2	16	0.3	0.3	-1.4	-2	2	-0.7	1.8	2.4	1.4
O=C(N[C@H](C(=O)N1CCC[C@H]1C(=O)NC1CCCC1)C1CCCCC1)c1ccc(Cl)c(Cl)c1	3	-2	3.9	0.5	/	-3	0	-0.9	/	-1.2	-0.6
Cn1c(N)c(C(=O)COC(=O)c2cc(C3CC3)nc3ccccc23)c(=O)n(C)c1=O	0	6	0.7	0.3	-1.1	-2	-14	-1.3	-0.1	1.0	-1.7
COc1cc2c(cc1OC)/C(=C/C(=O)c1ccccc1F)NCC2	-86	3	-0.4	0.6	0.0	-1	-387	-1.2	8.3*	-2.5	-2.0
COc1ccc(OC(C)C(=O)Nc2cccc(OC)c2)cc1 (configuration not stated)	-6	-3	-2.7	0.0	0.1	-2	1	-1.4	-1.3	2.0	-0.6
Cc1ccc(NC(=O)c2cc(-c3ccc4c(c3)OCO4)on2)cc1C	-4	3	2.2	0.1	0.6	0	3	-0.8	1.1	-1.6	2.0
O=C(NCc1cccnc1)C1CCCN1S(=O)(=O)c1ccc(Cl)cc1 (configuration not stated)	-3	2	1.0	-0.2	-0.5	1	2	-1.7	-1.3	-3.2	-0.3
CC(C)n1c(N2CCN(C(=O)NCc3ccccc3)CC2)nc2ccccc21	-5	0	0.8	0.0	-2.2	-2	-9	0.1	-3.4	-2.6	-2.4
COC(=O)C1CN(C2CCCC2)CCS(=O)(=O)N1Cc1ccc(C)cc1 (configuration not stated)	-3	1	/	-1.5	/	0	-2	-1.7	/	-0.9	-2.1
COc1ccc(CC(=O)N(CCC2=CCCCC2)c2c(N)n(Cc3ccccc3)c(=O)[nH]c2=O)cc1	-3	1	-1.6	-2.6	-1.4	-2	-7	-1.4	-3.7	-1.2	-2.0
OCCN(Cc1ccccc1)Cc1ccccc1F	-3	3	-2.9	-0.6	0.0	3	2	-0.9	2.0	-1.8	-0.3
COc1ccc(-c2nn(-c3ccccc3)cc2CNC[C@H]2O[C@@H](n3cnc4c(N)ncnc43)[C@H](O)[C@@H]2O)cc1	1	1	1.6	-0.7	-0.1	2	1	-1.0	3.8	6.2	-0.6
C(=N\NC1=Nc2cccc3cccc1c23)/c1ccccc1	-1	-5	-4.6	6.6*	5.7*	6	-5	4.5*	6.8	23*	18*
O=C(O)c1cn(-c2ccccc2)nc1-c1ccncc1	-10	-3	1.7	0.0	0.1	0	-26	-0.7	-1.5	0.1	0.4
Cn1c(NC(=O)c2ccc(F)cc2)c(-c2cccs2)c(=O)c2ccccc21	-1	3	-1.8	-0.4	2.2	-3	1	0.1	-0.7	0.3	0.1
CC1CCN(S(=O)(=O)c2ccccc2)CC1	-3	1	0.0	-0.1	2.9	-2	-2	-1.5	2.7	0.2	-1.2
Cc1cc(OCC(=O)N2CCCC2)ccc1Cl	1	0	-2.0	0.9	0.1	5	11	-0.4	5.8	7.7	2.0
O=C(CSc1nnnn1-c1ccc2c(c1)OCCO2)OC1CCCCC1	4	-2	-3.1	0.3	-0.6	1	5	0.7	5.3	-0.8	0.3
CCc1cc(C(=O)N(CC)CC(=O)Nc2ccc(OC)cc2)sc1C	-4	-6	2.5	-0.8	0.3	-3	-11	-1.1	1.0	-0.9	1.0
O=[N+]([O-])c1ccc(Cl)c(/C=N/n2c(-c3ccncc3)n[nH]c2=S)c1	-1	-4	-4.1	0.2	-0.4	1	3	-1.2	-1.9	-1.0	-0.1
COc1cccc(C(=O)Nc2ccc(N3CCN(C(=O)c4cccs4)CC3)cc2)c1	2	-3	-4.8	-1.3	-1.2	-4	6	-1.8	-3.7	0.5	-3.9
COc1ccc(Oc2nc3c(C)cccn3c(=O)c2/C=C(\C#N)C(N)=O)cc1	-36	2	-1.0	0.1	0.9	0	-95	-1.4	0.6	0.5	-0.9
C[C@H](NC(=O)[C@@H]1CSC2c3ccccc3C(=O)N21)C(=O)NC1CCCC1 (some centres not stated)	-1	-2	-2.5	-1.5	1.2	1	-4	-1.1	1.3	2.5	-0.6
O=C(CCCSc1ccccc1)Nc1nc(-c2ccco2)c(-c2ccco2)s1	0	-11	-3.8	0.6	-0.4	-2	-3	-0.9	1.4	-1.2	-1.0
Cc1ccccc1S(=O)(=O)/N=C(/Nc1c(C)n(C)n(-c2ccccc2)c1=O)c1ccccc1	-2	1	-3.4	-0.5	0.1	-3	6	-0.9	0.8	1.2	-0.6
CC(C)C[C@H](NC(=O)c1nc[nH]c1C(=O)N1CCc2ccccc2C1)C(=O)OCc1ccccc1	6	-2	1.0	0.0	1.0	0	16	-1.5	0.1	1.2	-2.7
Cc1ccc2c(c1)N(CC(=O)N1CCCCCC1)C(=O)c1cccnc1O2	-1	2	-2.2	1.1	1.4	7	-2	-1.5	0.8	-2.8	-2.2
CC(C)(C)C1CCC(=NNC(=O)C2COc3ccccc3O2)CC1 (configuration not stated)	-4	-2	0.8	-4.7	-1.1	0	-6	-0.8	-3.7	2.8	0.5
CC(C)Oc1cccc(C(=O)C2CCCN(C(=O)CCc3cnn(C)c3)C2)c1 (configuration not stated)	-2	3	-2.0	1.3	-0.8	2	-6	-0.3	4.0	5.9	0.7
[S-]C(=Nc1ccc(Cl)cc1)N[n+]1ccccc1	1	3	-1.4	-0.2	-0.5	-1	-5	-0.3	3.3	5.4	-0.2
CC1CN(C(=O)CCNS(=O)(=O)c2ccc(Br)cc2)CC(C)O1 (configuration not stated)	-3	4	-0.9	0.5	-1.3	0	-8	-1.0	-3.3	1.9	-1.8
O=C(N=C1c2ccccc2CN1c1ccc(F)cc1)c1ccc(Cl)nc1	-4	-6	-3.1	0.3	-0.3	1	-6	0.0	-1.2	1.2	5.3
CCOC(=O)c1cc(NC(=O)C2C3C=CC(O3)C2C(=O)O)cc(C(=O)OCC)c1 (configuration not stated)	-49	2	0.4	0.0	0.6	1	-134	-1.3	3.3	-0.3	-0.9
O=C(NCc1ccc(F)cc1)C1CCN(S(=O)(=O)c2ccc(Br)s2)CC1	1	3	0.3	-0.2	0.5	-1	-2	-0.9	-1.8	-1.2	-2.0
O=C(CSc1nnc(-c2ccco2)n1Cc1ccccc1)NC(=O)NCc1ccco1	-4	-3	0.0	0.4	-0.8	-2	-13	-1.2	0.9	-1.4	-1.0
CC(=O)N1CC2(CC(c3ccc(Cl)cc3Cl)=NO2)CN1c1cccc(Cl)c1 (configuration not stated)	1	-5	-1.0	-0.8	-0.2	-4	3	-1.4	1.2	-0.9	-0.6
COc1cccc(-c2cc(C(=O)O)no2)c1	-7	-3	2.0	-0.2	0.5	2	-8	-0.7	3.2	-2.7	-1.3
COC(=O)C1C2C=CC3(CN(c4ccc(Cl)c(F)c4)C(=O)C13)O2 (configuration not stated)	0	1	-2.1	0.1	2.2	-2	-8	-1.1	-1.7	1.2	-1.1
COc1ccc([C@@H]2C[C@H]3CN(c4ccccc4)C(=O)[C@]34CCCN24)c(OC)c1OC	-6	1	-0.1	-0.9	-1.6	-5	-9	-0.7	0.5	-2.0	-3.3
